PKA-R1A activ: activates the PKA-R1A holoenzyme complex; P00514+P68181; activation, % at 11.4 µM; hit rate 0.083% among 340,000; AID 504707; PKA-R1A dissociation, Cy5-IP20 fluorescence polarization; scaled: DMSO 0%, 113 µM cGMP 100%;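 active = percent activation above the mean of all tested compounds plus 3 SD, cut at about 19% in these data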;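 also: higher means more PKAc released from R1A so a rise in polarization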
E coli growth: reduces bacterial viability in AddAB counter-screen. hit rate 0.27% among 330,000. inhibition, % at 11.9 µM. E. coli V3065 growth, OD600 absorbance, 18 h;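 active = inhibition above the campaign's mean inhibition across all tested compounds plus 3 SD, cut at about 9.9% in these data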;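 also: uninfected addAB+ strain grown without phage in ampicillin broth; 0% = DMSO wells and 100% = ciprofloxacin 0.95 µg/ml wells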
SUMO Mot1 rescue: blocks SUMOylation pathway, rescuing yeast Mot1-301 growth; S. cerevisiae Mot1-301 growth rescue, ATP luminescence, 38.5C; percent above DMSO median, 100 means doubled; growth rescue, % at 18.8 µM; hit rate 1% among 320,000; AID 2716;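 active = every valid replicate shows activation above 250% relative to neutral control wells; inactive = the rest, any valid replicate at or below 250%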;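 also: OY570 slx delta 5 strain wells were the positive control but not used for scaling; some compounds called inactive have numbers as strong as hits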
OPRM1-OPRD1 ag: agonists of human mu-delta opioid receptor heterodimerization; cells, OPRM1-OPRD1 heterodimerization, luminescence; activation, % at 9.3 µM; hit rate 0.3% among 340,000; AID 504326; in the data active = activation above about 18%;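 also: 0% = vehicle-treated cells and 100% = reference agonist; values of inactives mirror those of a sister screen read the other way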
phage Ecoli inh: E. coli growth loss with phage present; growth absorbance; inhibition, % at 11.9 µM; hit rate 0.26% among 360,000; AID 651602; in the data active = inhibition above about 11%
Arrestin-AP2 inh: blocks beta-arrestin peptide binding to AP2 adaptin | inhibition, % at 10 µM | FITC-arrestin peptide / GST-AP2 beads, flow cytometry; AP2 beta2 appendage carries R879A mutation | hit rate 0.31% among 340,000 | AID 504490;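 active = inhibition above a set limit, near 3 SD of compounds lacking own fluorescence, cut at about 54% in these data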;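 also: plate controls were DMSO wells for no effect and 5 µM unlabelled arrestin peptide for full effect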
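Measured by: flow cytometry, FL1 (488/535 nm); Material: AP2 appendage R879A on GSH beads; Evaluation: percent response; Timing: pre-incubation 12 min, peptide binding 1 h, room temperature; Also added: 50 nM FITC-arrestin peptide; Medium: PBS with 0.05% Tween 20 and 0.1% BSA.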
Pemphigus Ab inh: human desmoglein-3 autoantibody binding inhibition. P32926. DSG3-coupled beads, scFv-anti-DSG3-GFP binding, flow cytometry; stronger effect = lower value. binding (percent of control), % at 10 µM. hit rate 0.48% among 310,000. AID 588358;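 active = binding more than 3 SD below its plate's average and above zero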;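 also: hits lower antibody fragment binding to DSG3; some compounds called inactive have numbers as strong as hits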
Target sequence (P32926 whole entry, looked up, the tested form may be a part): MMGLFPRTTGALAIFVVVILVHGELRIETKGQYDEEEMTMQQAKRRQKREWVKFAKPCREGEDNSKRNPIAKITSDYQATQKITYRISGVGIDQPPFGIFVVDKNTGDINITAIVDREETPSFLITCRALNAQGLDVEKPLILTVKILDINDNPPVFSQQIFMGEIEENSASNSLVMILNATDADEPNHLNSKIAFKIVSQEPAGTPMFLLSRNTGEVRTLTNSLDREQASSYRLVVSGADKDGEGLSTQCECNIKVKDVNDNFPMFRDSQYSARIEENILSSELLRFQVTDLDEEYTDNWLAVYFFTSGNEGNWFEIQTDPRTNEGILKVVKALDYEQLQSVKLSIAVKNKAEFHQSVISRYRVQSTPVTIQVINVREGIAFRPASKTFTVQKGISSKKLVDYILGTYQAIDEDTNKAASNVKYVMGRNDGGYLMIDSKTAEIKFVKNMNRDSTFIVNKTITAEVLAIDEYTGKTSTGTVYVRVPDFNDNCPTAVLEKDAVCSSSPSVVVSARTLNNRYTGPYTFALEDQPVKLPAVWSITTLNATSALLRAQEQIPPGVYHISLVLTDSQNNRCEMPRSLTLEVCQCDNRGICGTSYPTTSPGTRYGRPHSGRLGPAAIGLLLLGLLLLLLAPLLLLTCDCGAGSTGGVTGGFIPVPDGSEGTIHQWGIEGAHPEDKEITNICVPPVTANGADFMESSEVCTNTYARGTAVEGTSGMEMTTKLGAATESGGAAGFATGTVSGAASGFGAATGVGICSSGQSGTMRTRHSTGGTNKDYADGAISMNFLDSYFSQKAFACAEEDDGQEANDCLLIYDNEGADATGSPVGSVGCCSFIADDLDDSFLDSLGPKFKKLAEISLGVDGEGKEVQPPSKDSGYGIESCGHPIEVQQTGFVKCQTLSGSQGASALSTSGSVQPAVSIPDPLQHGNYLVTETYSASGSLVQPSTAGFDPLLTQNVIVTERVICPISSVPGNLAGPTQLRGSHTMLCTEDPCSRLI
Tat export inh: E. coli Tat transport inhibition; E. coli MC4100 TorA-mCherry Tat export, fluorescence; inhibition, % at 10 µM; hit rate 0.036% among 340,000; AID 488895;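 active = mean replicate inhibition at least 50% and at least half of replicates individually reaching 50%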;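 also: exported cargo escapes ClpAP degradation while cytoplasmic cargo is degraded and loses fluorescence; 0% = median of neutral control wells and 100% = median of NaSCN control wells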
AddAB inh: less growth of phage-infected E. coli with AddAB; E. coli expressing H. pylori AddAB, absorbance growth; hit rate 0.29% among 330,000; inhibition, % at 11.9 µM; in the data active = inhibition above about 12%;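 also: 0% = vehicle wells of infected cells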
OPRM1-OPRD1 inv: inverse agonists of human mu-delta opioid receptor heterodimerization. P35372+P41143. inhibition, % at 9.3 µM. AID 504357. hit rate 0.21% among 340,000. cell-based MOR-DOR heterodimer luminescence, inverse agonism; in the data active = inhibition above about 22%, passing the limit was not always enough;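 also: 0% = cells with DMSO and 100% = wells without cells with DMSO; values of inactives mirror those of a sister screen read the other way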
PfHsp90 yeast 2: growth inhibition of yeast expressing Plasmodium Hsp90; S. cerevisiae expressing PfHsp90, BacTiter-Glo ATP, 48 h; yeast lacking PDR1 and PDR3 efflux regulators; inhibition, % at 9.4 µM; hit rate 0.32% among 310,000; AID 504621;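 active = every replicate shows inhibition above about 80%, whatever the replicate mean, limit read from the data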;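 also: 0% = DMSO neutral controls and 100% = 20 µM radicicol positive controls; yeast relying on Plasmodium falciparum Hsp90 in place of its own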
Numbers without * were called inactive; x = not tested or not shown.

SMILES	PKA-R1A activ	E coli growth	SUMO Mot1 rescue	OPRM1-OPRD1 ag	phage Ecoli inh	Arrestin-AP2 inh	Pemphigus Ab inh	Tat export inh	AddAB inh	OPRM1-OPRD1 inv	PfHsp90 yeast 2
CCc1ccc(OCC(=O)O/N=C(\N)Cc2ccc([N+](=O)[O-])cc2)cc1	-6	-0.5	-1	3.2	6.3	16	100	-10	0.2	-16	-26
CCCCOc1ccc(-c2nnc(-c3ccncc3)o2)cc1	-4	0.6	3	0.2	3.9	28	103	1	0.3	-1	x
CCc1nnc(NS(=O)(=O)c2ccc(NC(=S)NC(=O)c3ccc(F)cc3)cc2)s1	4	2.5	6	-2.6	4.0	4	95	4	8.1	16	26
CCN1CCc2c(sc(NC(=O)COc3ccccc3)c2C(=O)OC)C1	2	-1.2	-9	-2.6	1.4	16	114	-1	2.1	8	-121
O=S(=O)(c1ccccc1Br)N1CCN(c2ncccn2)CC1	7	-0.6	17	0.0	2.2	-3	89	-5	1.6	0	-15
CS(=O)(=O)N(CC(=O)NCCSCc1cccc(Cl)c1)c1ccc2c(c1)OCO2	-2	-0.5	3	-4.0	-2.0	-1	x	-1	2.5	17	5
Cc1cc2c(N=NC(=O)CCc3ccccc3)c(O)[nH]c2cc1Br	-5	4.4	83	6.9	0.6	8	97	-5	2.8	-47	15
COc1ccc(S(=O)(=O)N(CC(=O)NCC2CCCO2)c2ccccc2)cc1OC (stereo not drawn)	-4	0.9	143	-0.6	2.2	7	70	-5	4.4	3	-13
CCn1c(SCC(=O)N/N=C/c2ccc(C)o2)nnc1-c1ccccc1	8	0.9	-3	-0.6	4.0	-2	94	21	0.6	3	x
CCOc1ccc(NC(=O)[C@@H](NC(=O)c2ccco2)C(C)C)cc1	5	-0.2	7	0.1	0.1	0	97	-5	-0.1	0	-12
O=C(NCCCN=C1NS(=O)(=O)c2ccccc21)c1ccncc1	8	-1.2	2	-0.6	3.9	17	98	-1	-0.6	3	x
Cc1cc(C2C(C#N)=C(N)SC(N)=C2C#N)c(C)s1	5	-1.8	-18	-1.1	x	5	138	-5	-0.3	6	-10
O=C1C2CCCCC2C(=O)N1c1cccc(OS(=O)(=O)c2ccccc2)c1 (stereo not drawn)	-10	2.1	-19	-2.6	1.6	-3	118	-10	4.8	14	25
COc1ccc(C2CC(c3ccccc3Cl)=NN2c2ccc(S(N)(=O)=O)cc2)cc1 (stereo not drawn)	-2	1.1	x	2.5	1.9	-1	112	-1	0.7	-12	5
CCC(=O)c1c[nH]c(C(=O)NCc2ccccc2OC)c1	-7	1.4	7	-0.2	3.5	17	99	-16	-2.2	1	-22
CCNc1nc(SCC(=O)OC)nc(N2CCOCC2)n1	11	-1.7	11	-1.0	-0.1	-1	x	0	-1.6	6	x
Cn1c(SCC(=O)NC(=O)NCc2ccco2)nnc1C(F)(F)F	-16	0.4	3	-1.1	1.7	-4	117	7	3.3	5	-26
O=C(c1cc(-c2ccccn2)nc2c(Cl)cccc12)N1CCN(S(=O)(=O)c2ccccc2)CC1	3	-1.5	7	1.0	1.6	31	115	-3	2.4	-6	7
CC(C)=C(NC(=O)c1ccccc1)C(=O)NCCc1nc2ccccc2[nH]1	8	1.7	-22	-1.5	0.4	-17	x	5	1.8	8	31
CC(Oc1ccccc1F)c1ccnc2nc(/N=C/N(C)C)nn12 (stereo not drawn)	-1	2.3	-18	-0.9	3.0	-5	101	5	3.2	5	-2
O=C(COC(=O)Cc1ccc(Br)cc1)Nc1ccc(Cl)cn1	1	-0.7	-4	10	3.5	-6	x	13	0.3	-41	14
Cc1ccc2cc(CN(c3cccc(C)c3C)S(=O)(=O)c3ccccc3)c(=O)[nH]c2c1	-1	4.7	95	0.6	-1.4	22	x	-5	1.5	-3	-23
O=C(C1CCCN1S(=O)(=O)c1ccc(Cl)c(Cl)c1)N1CCCCC1 (stereo not drawn)	7	-1.1	13	-3.8	1.8	6	102	-5	5.6	18	x
O=C(Nc1ccc(C(F)(F)F)cc1)C1(c2ccccc2)CC1	-3	2.1	-10	7.2	2.5	2	101	-3	2.2	-44	23
Cn1c(N)c(C(=O)c2cc(-c3ccccc3)nc3ccccc23)c(=O)n(C)c1=O	-14	-1.6	-21	-4.1	1.4	5	x	13	4.9	17	-41
COc1cc(OC)cc(C(=O)N[C@H](C(=O)OCC(=O)NC(=O)NC(C)(C)C)C(C)C)c1	-7	-0.7	1	-2.3	0.9	10	x	-2	-0.9	10	-17
COC(=O)CCC(=O)Nc1ccccc1C(N)=O	4	-3.1	6	-3.0	2.5	0	99	1	-0.5	15	x
CCOC(=O)c1nn(-c2ccc(C)cc2)c2nc(Nc3ccccc3)cc(=O)n12	1	1.7	8	-0.9	2.0	3	107	-14	1.5	5	-22
Cc1cccc(CN2CCN(C(=O)c3ccccc3F)CC2)c1	-10	-1.5	8	-1.3	-0.5	-1	75	3	1.4	8	-13
N/C(=N\OC(=O)C12CC3CC(CC(C3)C1)C2)c1cccnc1	-11	0.2	18	9.6	2.2	12	104	3	0.4	-58	10

By substructure, those above with a thiophene ring, fused or not (2)
SMILES	PKA-R1A activ	E coli growth	SUMO Mot1 rescue	OPRM1-OPRD1 ag	phage Ecoli inh	Arrestin-AP2 inh	Pemphigus Ab inh	Tat export inh	AddAB inh	OPRM1-OPRD1 inv	PfHsp90 yeast 2
CCN1CCc2c(sc(NC(=O)COc3ccccc3)c2C(=O)OC)C1	2	-1.2	-9	-2.6	1.4	16	114	-1	2.1	8	-121
Cc1cc(C2C(C#N)=C(N)SC(N)=C2C#N)c(C)s1	5	-1.8	-18	-1.1	x	5	138	-5	-0.3	6	-10

Full records, looked up by structure:
Entry for COC(=O)CCC(=O)Nc1ccccc1C(N)=O = PKA-R1A activ: 4; E coli growth: -3.1; SUMO Mot1 rescue: 6; OPRM1-OPRD1 ag: -3.0; phage Ecoli inh: 2.5; Arrestin-AP2 inh: 0; Pemphigus Ab inh: 99; Tat export inh: 1; AddAB inh: -0.5; OPRM1-OPRD1 inv: 15; PfHsp90 yeast 2: x
Entry for O=C(Nc1ccc(C(F)(F)F)cc1)C1(c2ccccc2)CC1 = PKA-R1A activ: -3; E coli growth: 2.1; SUMO Mot1 rescue: -10; OPRM1-OPRD1 ag: 7.2; phage Ecoli inh: 2.5; Arrestin-AP2 inh: 2; Pemphigus Ab inh: 101; Tat export inh: -3; AddAB inh: 2.2; OPRM1-OPRD1 inv: -44; PfHsp90 yeast 2: 23
Entry for Cc1ccc2cc(CN(c3cccc(C)c3C)S(=O)(=O)c3ccccc3)c(=O)[nH]c2c1 = PKA-R1A activ: -1; E coli growth: 4.7; SUMO Mot1 rescue: 95; OPRM1-OPRD1 ag: 0.6; phage Ecoli inh: -1.4; Arrestin-AP2 inh: 22; Pemphigus Ab inh: x; Tat export inh: -5; AddAB inh: 1.5; OPRM1-OPRD1 inv: -3; PfHsp90 yeast 2: -23

The results go on:
SMILES	PKA-R1A activ	E coli growth	SUMO Mot1 rescue	OPRM1-OPRD1 ag	phage Ecoli inh	Arrestin-AP2 inh	Pemphigus Ab inh	Tat export inh	AddAB inh	OPRM1-OPRD1 inv	PfHsp90 yeast 2
CN(C)Cc1c(OC(=O)c2ccc(N)cc2)ccc2ccccc12	1	x	x	3.8	4.7	-6	95	-9	x	-19	1
OCC1(CCc2ccccc2)CCN(Cc2cc(Cl)ccc2O)CC1	-1	3.2	8	2.5	2.8	16	106	-12	0.3	-13	-6
COC(=O)c1ccccc1NC(=O)COc1ccc2c(c1)OCO2	4	-0.8	1	-0.2	0.7	-6	112	0	2.1	1	-34
Cc1oc2c(CN3CCCC(C)C3)c(O)ccc2c(=O)c1-c1ccccc1 (stereo not drawn)	4	-1.0	-4	-0.4	2.1	11	97	-9	-2.4	2	15
O=c1n(-c2ccccc2)c(=O)n2n1CC(O)C2	-9	-0.8	2	-0.8	0.8	-2	107	11	3.1	4	8
O=C(C1CC(=O)N(c2ccc3c(c2)OCCO3)C1)N1CCN(c2cccc(C(F)(F)F)c2)CC1 (stereo not drawn)	-8	0.3	46	-0.7	2.3	18	109	3	-0.7	4	-2
CCN1C(=O)/C(=C\N2CCN(c3ccc(F)cc3)CC2)SC1=S	-4	1.3	-14	-0.7	3.6	4	x	-8	0.6	4	5
CC1CCN(CCCNC(=O)c2ccc(CSCc3cccc(Cl)c3)o2)CC1	-2	-1.0	-3	2.9	3.3	-1	116	-6	0.7	-15	-26
CC(C)C(=O)NNC(=O)CC(=O)Nc1ccccc1C(=O)O	-9	-2.3	5	-4.2	0.8	9	92	-2	-2.6	22	10
CNC(=O)c1c(NC(=O)CCS(=O)(=O)c2ccc(C)cc2)sc(C)c1C	11	2.1	-3	-1.2	2.9	-1	100	-3	1.4	7	x
O=C(NCC(c1ccco1)N1CCc2ccccc2C1)c1ccc([N+](=O)[O-])cc1 (stereo not drawn)	0	0.6	-4	3.7	3.2	5	97	2	0.2	-23	0
COc1ccc(OC)c(NC(=O)C2CC(/C=C/c3ccccc3)=NO2)c1 (stereo not drawn)	-2	-1.9	1	0.1	-0.8	-15	91	1	-0.4	0	23

Screens as filed in PubChem.
